Bioassay records deposited in PubChem by several laboratories.
MEX-5 binding = C. elegans MEX-5 TCR-2 RNA binding activity; Q9XUB2; MEX-5/FITC-TCR2 RNA binding, fluorescence polarization; hits give low values; activity score (negative = inhibition of binding), % at 10 µM; actives 0.38% (n = 300,000); AID 1832;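 active means inhibition past about -25% in most replicates, and total fluorescence under double the plate's negative control median, limit read from the data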;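 further: 0% = DMSO and -100% = 5 µM competing unlabeled TCR2 RNA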
Target sequence (Q9XUB2 whole entry, looked up): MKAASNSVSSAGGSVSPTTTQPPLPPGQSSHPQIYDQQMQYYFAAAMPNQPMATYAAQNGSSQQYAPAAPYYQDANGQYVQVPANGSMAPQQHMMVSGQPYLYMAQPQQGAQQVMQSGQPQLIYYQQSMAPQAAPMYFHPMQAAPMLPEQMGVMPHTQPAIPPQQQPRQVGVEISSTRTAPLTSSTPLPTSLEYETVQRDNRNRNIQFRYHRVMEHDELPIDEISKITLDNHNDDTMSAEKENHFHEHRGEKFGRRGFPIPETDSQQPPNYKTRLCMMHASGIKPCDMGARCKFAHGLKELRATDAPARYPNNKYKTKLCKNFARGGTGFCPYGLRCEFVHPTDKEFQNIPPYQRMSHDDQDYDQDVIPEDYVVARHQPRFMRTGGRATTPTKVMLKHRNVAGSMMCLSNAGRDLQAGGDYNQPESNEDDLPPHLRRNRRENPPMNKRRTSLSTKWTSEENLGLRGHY
Efflux pump mplx = antifungal efflux pump inhibition, Nile Red retention. S. cerevisiae Candida pump triplex. inhibition, % at 10 µM. actives 0.44% (n = 330,000);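 active means plate passing quality check with inhibition over a set limit, or well fluorescence over plate mean plus 4 SD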;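 further: Nile Red retained in pooled yeast measured as flow cytometry median fluorescence; 0% = buffer negative control and 100% = Enniatin B positive control; higher means more Nile Red kept so more efflux inhibition; some compounds called inactive have numbers as strong as hits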
Fam108B counter = blocks mouse Fam108B hydrolase in RBBP9 counter-screen | recombinant Fam108B, FP-Rh probe fluorescence polarization | inhibition, % at 9.51 µM | actives 0.33% (n = 300,000);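 active means inhibition above the screen mean inhibition plus 3 SD, computed separately per campaign, cut at about 18% in these data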;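 further: inhibitors lower polarization as less probe binds the enzyme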
BCLXL inh = Bcl-xL (human) inhibition; Q07817; GST-Bcl-xL / FITC-Bim BH3 peptide fluorescence polarization; inhibition, % at 10.9 µM; actives 0.7% (n = 320,000); AID 2129;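 active means inhibition above the mean of all tested compounds plus 3 SD, cutoff set per campaign, cut at about 30% in these data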;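 further: 0% = DMSO wells and 100% = unlabeled Bim-BH3 peptide competitor; inhibitors lower millipolarization by displacing the labeled peptide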
VLA-4 inh = inhibition in a human VLA-4 binding assay | P13612 | VLA-4 expressing cells, ligand binding flow cytometry | inhibition, % (about 7 µM as worked out from the volumes in the protocol) | actives 0.2% (n = 330,000) | AID 2557; in the data active means inhibition above about 50%
GRK2 aptamer HTS = human GRK2 inhibition via aptamer displacement. P25098. bead flow cytometry, FAM-aptamer displacement from GRK2. inhibition of aptamer binding, % at 10 µM. actives 0.59% (n = 330,000). AID 488847;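 active means inhibition of aptamer binding above 40%, roughly 3 SD of noise, on plates passing a quality check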;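 further: median bead fluorescence of bound FAM aptamer so fluorescent compounds give negative values; no value below 0 was filed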
GLD-1 RNA inh = GLD-1-TGE RNA interaction inhibition (C. elegans) | purified GLD-1 + fluorescein TGE RNA, fluorescence polarization | actives 0.44% (n = 320,000) | inhibition, % at 5.96 µM | Q17339;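 active means percent inhibition above a per-plate cutoff, the plate mean of test compounds plus 3 SD, cut at about 30% in these data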;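 further: 0% = DMSO wells with GLD-1 and probe and 100% = wells lacking GLD-1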
MCL1-BIM inh = inhibitors of human MCL1 binding to BIM-BH3 peptide; Q07820; actives 0.68% (n = 320,000); GST-MCL1 / FITC-Bim-BH3 fluorescence polarization; inhibition, % at 10.9 µM;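 active means inhibition above the mean inhibition of all tested compounds plus 3 SD, set per campaign, cut at about 40% in these data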;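 further: 0% = DMSO wells and 100% = unlabeled Bim-BH3 peptide control; higher means more loss of mP so more displacement of Bim peptide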
Target sequence (Q07820 whole entry, looked up): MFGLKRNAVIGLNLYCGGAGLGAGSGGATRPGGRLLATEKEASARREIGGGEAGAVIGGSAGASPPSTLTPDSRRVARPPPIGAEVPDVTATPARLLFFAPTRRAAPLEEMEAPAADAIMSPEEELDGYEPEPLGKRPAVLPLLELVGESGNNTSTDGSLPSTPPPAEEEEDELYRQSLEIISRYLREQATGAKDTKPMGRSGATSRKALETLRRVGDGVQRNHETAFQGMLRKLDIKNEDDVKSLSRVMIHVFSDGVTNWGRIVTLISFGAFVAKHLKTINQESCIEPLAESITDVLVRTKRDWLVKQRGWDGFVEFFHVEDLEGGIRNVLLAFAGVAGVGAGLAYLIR
PME-1 primary = PME-1 (human) inhibition. Q9Y570. recombinant PME-1, FP-Rh probe fluorescence polarization. inhibition, % at 5.9 µM. actives 0.53% (n = 320,000). AID 2130;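 active means inhibition above the campaign mean of all compounds plus 3 SD, cut at about 26% in these data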;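 further: competitive labeling of PME-1 active site by serine hydrolase directed probe; 0% = PME-1 with DMSO and 100% = wells lacking PME-1 enzyme; inhibitors block probe labeling so polarization falls and inhibition rises; many of its hits are not listed in these tables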
Numbers without * were called inactive; nt = no result given. Not all compounds are listed; rates above refer to the full screens.

Value order – MEX-5 binding	Efflux pump mplx	Fam108B counter	BCLXL inh	VLA-4 inh	GRK2 aptamer HTS	GLD-1 RNA inh	MCL1-BIM inh	PME-1 primary
1. CC(=O)C1=C(O)C(=O)N(Cc2ccco2)C1c1ccccc1 (stereo not given)
    -2.0	0.0	0	-1	-8	1	4	-1	1
2. N#Cc1ccc(-c2nnnn2-c2ccc3c(c2)OCO3)cc1
    -0.3	0.0	-1	8	-5	2	-2	7	-1
3. CCN(CC(=O)Nc1c(F)cccc1F)C(=O)c1cn2ccccc2n1
    nt	0.0	nt	5	13	2	8	4	-2
4. Cc1nnc(SCC(=O)NCCOc2ccc(Cl)cc2)n1-c1ccccc1
    3.0	0.1	0	-1	3	0	-14	-9	9
5. COc1ccc(/C=C2\Sc3ccc(C(=O)NC4CC4)cc3N(C)C2=O)cc1OC
    -0.3	-0.2	6	6	5	3	0	4	11
6. CCOc1cccc(CN2CCC(n3nccc3NC(=O)C3CC3)CC2)c1O
    1.6	-0.3	-4	-3	-6	2	1	3	-3
7. COC(=O)c1sc2ncccc2c1OCc1cccc(Cl)c1
    -0.5	0.1	-3	0	35	4	7	-1	0
8. CC1=C(C(=O)OCc2ccccc2)C(c2ccsc2)C(C#N)=C(N)O1 (stereo not given)
    -0.5	-0.2	2	9	-10	1	0	20	-7
9. CCOC(=O)c1[nH]c(C)c(C(=O)OCCN2C(=O)c3ccccc3C2=O)c1C
    1.9	0.0	-2	3	-19	4	3	4	-8
10. COc1cc(/C=C/C(=O)OCC(=O)NC(=O)NC(C)C)ccc1OCC#N
    -0.6	0.3	-1	-1	5	1	-3	-3	-3
11. C/C(=N\NC(=O)Nc1ccccc1)c1ccc2ccccc2c1
    2.0	-0.6	0	3	-2	100*	5	3	3
12. Cc1nc(NCCc2ccccc2)c(C#N)c(C)c1[N+](=O)[O-]
    -1.5	-0.2	3	-1	-6	2	1	-2	5
13. CC(Oc1ccc2c(c1)c1ccnc3c4ccccc4c(=O)n2c13)C(=O)NCCN1CCOCC1 (stereo not given)
    -0.9	0.1	2	1	29	1	5	4	12
14. CN/C=C1\C(=O)C(C)(C)Oc2ccc3ccc(=O)oc3c21
    -0.5	0.1	0	6	23	1	3	4	-5
15. Cc1cc(C)cc(OCC(=O)N2CCN(c3ncccn3)CC2)c1
    nt	0.0	nt	nt	9	0	-3	nt	nt

Other compounds follow:
Value order – MEX-5 binding	Efflux pump mplx	Fam108B counter	BCLXL inh	VLA-4 inh	GRK2 aptamer HTS	GLD-1 RNA inh	MCL1-BIM inh	PME-1 primary
16. O=C(CN1CCCCCC1)N/N=C/c1ccc2ccccc2c1
    0.4	0.0	nt	nt	-1	2	nt	nt	nt
17. Cc1ccccc1NC(=S)NC(=O)Cc1ccc(Cl)cc1
    1.0	0.1	-4	3	15	2	4	4	-7
18. Cc1nn(-c2ccccn2)c2c1C(c1ccsc1)C1=C(CCCC1=O)N2 (stereo not given)
    -0.5	0.0	-4	3	4	1	0	4	0
19. CC(=O)c1cccc(NC(=O)CN2C(=O)c3ccccc3C2=O)c1
    -3.0	-0.1	-2	12	9	1	6	3	0
20. CCCn1c(=O)c2[nH]c(C3CCCC3)nc2n(CCC)c1=O
    -5.3	0.1	2	1	-7	0	1	4	2
21. N#Cc1c(-c2cccnc2)c2c([nH]c1=O)-c1ccccc1OC2
    -0.9	0.0	1	23	0	0	11	17	-3
22. Oc1ccc(-c2nnc(Nc3ccccc3)c3ccccc23)cc1
    0.9	0.1	-1	4	3	2	1	-3	3
23. CC(OC(=O)c1nsc(Cl)c1Cl)C(=O)NC(C)(C)C (stereo not given)
    -0.3	0.0	-2	8	9	0	-1	0	-4
24. Cc1ccccc1CSc1[nH]c(=O)ncc1C
    -0.6	-0.1	2	-2	10	0	0	0	-1
25. CC(=O)c1ccc(NC(=O)Cn2cnc(S(=O)(=O)N3CCCC3)c2)cc1
    -0.3	-0.1	-1	-1	-4	0	-1	3	-4
26. Oc1cccc(NC(=S)N=Nc2c(O)[nH]c3ccc(Br)cc23)c1
    -3.9	-0.1	24*	3	-15	3	8	-3	33*
27. O=C(c1ccc(Cl)cc1)C1CCCN(Cc2cccn2-c2ccccn2)C1 (stereo not given)
    -0.5	0.0	-1	4	-2	0	-6	6	3
28. CCNC(=O)c1ccccc1NC(=O)c1cccc(S(=O)(=O)N2CCOCC2)c1
    -1.7	0.3	2	4	0	5	6	0	-2
29. CCOc1ccc(NC(=O)NC23CC4CC(CC(C4)C2)C3)cc1
    0.7	0.0	-1	6	12	1	-2	5	2
30. C[C@@H]1CC[C@@]2(O[C@@H](CCO)C[C@H](O)[C@H]2O)O1
    3.5	0.0	2	9	4	2	3	6	3

Next part:
Value order – MEX-5 binding	Efflux pump mplx	Fam108B counter	BCLXL inh	VLA-4 inh	GRK2 aptamer HTS	GLD-1 RNA inh	MCL1-BIM inh	PME-1 primary
31. CN(C)C(=O)C12CCC(C)(C(=O)C1Br)C2(C)C (stereo not given)
    1.0	-0.1	3	2	-1	1	2	2	6
32. Cc1cccc(C(=O)NC(=S)Nc2ccc(S(=O)(=O)N3CCCCC3)cc2)c1
    -2.1	-0.1	-9	4	28	0	3	13	-15
33. COc1ccc2oc(=O)c(C(=O)NCc3ccc(C)cc3)cc2c1
    1.4	-0.1	-3	5	3	0	4	-1	-1
34. COc1cc(OC)cc(C(=O)OCC(=O)NC(C)CCc2ccccc2)c1 (stereo not given)
    -1.4	0.1	-1	-4	5	0	-5	4	0
35. COc1ccc(C2CC(c3ccccc3)=NN2C(=O)COC(=O)CNC(=O)c2ccccc2)cc1 (stereo not given)
    1.5	0.0	-5	-1	-6	1	8	-11	4
36. O=C(Nc1cccc(C(=O)N2CCCC2)c1)c1ccccc1
    1.3	0.1	3	-2	15	0	5	-4	-2
37. CCO[C@H]1OC(C(=O)N2CCOCC2)=C[C@@H](C)[C@@H]1CCCO
    0.6	0.4	-4	-1	-3	0	-6	-4	0
38. O=C(NCc1ccco1)C(=O)NCC1OCCCN1S(=O)(=O)c1ccc(F)cc1 (stereo not given)
    -2.1	0.1	3	5	-13	0	-15	5	3
39. O=C(O)CSc1nnc(-c2cccc(S(=O)(=O)N3CCOCC3)c2)n1-c1ccc(F)cc1
    nt	0.5	nt	nt	25	2	3	nt	nt
40. Cc1ccc(C)c(S(=O)(=O)N2CCN(C(=O)CCC(=O)c3cc(C)sc3C)CC2)c1
    3.7	0.0	-2	3	-10	0	4	5	16
41. O=Nc1c(-c2ccccc2)cc2ccccn12
    -1.5	-0.3	2	8	-4	2	3	-1	3
42. CCC[C@H]1COCCS(=O)(=O)N1Cc1ccccc1F
    0.8	0.2	-2	0	4	1	-1	1	0
43. O=C(O)CCc1ccc(-c2cccs2)n1NC(=O)c1ccc(Cl)cc1Cl
    -1.8	-0.4	2	9	3	0	-4	14	3
44. COc1ccc(N2CCN(C3CCCN(C(=O)CSC)C3)CC2)cc1 (stereo not given)
    -1.5	0.0	1	7	-2	1	-4	1	-2
45. CC(C)(C)c1ccc(C2C(C(=O)c3ccco3)=C(O)C(=O)N2CC2CCCO2)cc1 (stereo not given)
    -2.0	0.2	2	6	-6	2	-1	2	-5

Following part.
Value order – MEX-5 binding	Efflux pump mplx	Fam108B counter	BCLXL inh	VLA-4 inh	GRK2 aptamer HTS	GLD-1 RNA inh	MCL1-BIM inh	PME-1 primary
46. CC(CNc1ccc([N+](=O)[O-])cc1)NC(=O)c1ccccc1Br (stereo not given)
    0.1	-0.1	2	1	3	0	3	0	5
47. CC1=CC(C)(C)N2C(=O)C3(C(C#N)=C(N)Oc4cc(O)ccc43)c3cccc1c32 (stereo not given)
    -0.2	0.1	-1	3	8	1	5	7	4
48. Cc1ccc2c(c1)nnn2C1CCN(CC(=O)NCc2ccccc2F)CC1
    -0.8	0.1	-3	1	12	1	6	0	22
49. Cc1ccc(C)c(N2CCN(S(=O)(=O)c3cc4c(cc3Cl)NC(=O)CO4)CC2)c1
    -1.2	0.0	-2	3	0	1	8	8	3
50. CCCCCC(=O)NNC(=O)c1ccc(-c2ccccc2)cc1
    0.7	0.1	-2	4	6	0	5	1	-3
51. COc1ccc(CNC(=O)CN(CCC(C)C)S(=O)(=O)c2ccc3c(c2)OCCO3)cc1
    2.4	-0.2	2	2	0	1	4	2	3
52. Cc1nc(C(=O)NC2CC2)sc1C1(C)CC(c2cccc([N+](=O)[O-])c2)=NO1 (stereo not given)
    1.6	-0.1	-4	1	-6	4	-1	6	5
53. COCc1nnc(NC(=O)c2ccccc2Oc2ccccc2)s1
    -1.3	0.0	2	7	-34	0	3	2	-1
54. O=C(O)/C=C/c1ccc(OCc2cccc(F)c2)cc1
    0.1	0.0	0	2	0	0	-5	3	2
55. CN1CCC(=NNC(=O)CSc2ccc(Cl)cc2)CC1
    0.7	-0.1	-4	-1	7	0	-4	8	0
56. Cc1[nH][nH]c(=O)c1C(c1ccc(Br)cc1)c1c(C)[nH][nH]c1=O
    -2.0	0.0	3	5	-3	21	4	0	-2
57. CCOC(=O)[C@@H]1CCN(Cc2ccccc2)C[C@H]1c1ccccc1
    1.1	0.0	-3	0	2	6	2	0	1
58. CC(=O)Nc1cccc(NC(=O)c2ccccc2OCc2ccccc2)c1
    0.4	-0.1	-5	0	1	2	-1	-3	0
59. C=CCn1c(C)c(C(C)=O)c(N2CCN(C(c3ccccc3)c3ccccc3)CC2)nc1=S
    2.6	-0.1	-1	5	-12	0	3	1	-1
60. NS(=O)(=O)c1ccc(-c2c(-c3ccccc3)sc3ccccc23)cc1
    nt	-0.3	nt	4	-2	1	2	5	-8
61. Cc1cc(C)cc(NC(=O)COC(=O)Cc2ccccc2F)c1
    nt	0.1	nt	0	15	1	2	-3	-2
62. O=C(O)c1ccc(NS(=O)(=O)c2ccc(Cl)c(Cl)c2)cc1O
    -0.1	-0.2	3	9	18	4	-3	9	-2
